Screens: PubChem BioAssay, National Center for Advancing Translational Sciences (NCATS)
KAT2A inh = blocks human GCN5L2 histone acetyltransferase; Q92830; GCN5L2 HAT assay, ThioGlo1 CoA-SH fluorescence; Potency, µM (highest dose often 58.9 µM), inactives show at the highest dose activity change, negative = inhibition, most hits filed as inhibitors; 390,000 tested, 0.21% active; AID 504327
Target sequence (Q92830 whole entry, looked up): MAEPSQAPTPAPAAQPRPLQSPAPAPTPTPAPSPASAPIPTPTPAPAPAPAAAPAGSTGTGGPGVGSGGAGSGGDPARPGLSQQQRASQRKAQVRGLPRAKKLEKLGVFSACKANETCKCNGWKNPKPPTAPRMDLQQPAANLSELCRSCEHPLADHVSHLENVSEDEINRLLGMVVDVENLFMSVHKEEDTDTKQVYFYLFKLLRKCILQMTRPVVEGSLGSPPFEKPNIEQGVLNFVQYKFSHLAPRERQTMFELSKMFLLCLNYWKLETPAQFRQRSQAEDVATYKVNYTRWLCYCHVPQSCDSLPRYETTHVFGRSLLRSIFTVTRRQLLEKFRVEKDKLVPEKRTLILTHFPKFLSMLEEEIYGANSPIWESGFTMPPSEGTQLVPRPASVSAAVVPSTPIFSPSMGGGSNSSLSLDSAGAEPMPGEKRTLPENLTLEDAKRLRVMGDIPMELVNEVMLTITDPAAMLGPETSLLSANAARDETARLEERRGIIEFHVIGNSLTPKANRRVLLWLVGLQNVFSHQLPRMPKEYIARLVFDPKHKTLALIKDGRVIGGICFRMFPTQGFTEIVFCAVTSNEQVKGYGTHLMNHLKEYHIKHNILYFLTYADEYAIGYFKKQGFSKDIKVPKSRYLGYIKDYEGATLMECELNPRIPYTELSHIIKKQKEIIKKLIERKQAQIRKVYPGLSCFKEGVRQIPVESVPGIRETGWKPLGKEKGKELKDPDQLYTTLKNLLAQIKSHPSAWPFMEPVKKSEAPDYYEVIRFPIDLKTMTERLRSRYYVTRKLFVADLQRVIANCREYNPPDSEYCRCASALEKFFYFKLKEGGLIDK
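qHTS, 1536-well. 20nM enzyme, pH 7.5 HEPES/EDTA/Tween-20 buffer; 15 min compound preinc., RT. Start: 75uM H3(1-25), 70uM AcCoA, 50uM ThioGlo1. Read Ex340/Em540 at t=0 (autofluorescence flag) and t=20 min.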
N370S GC = inhibits or activates N370S mutant glucocerebrosidase; P04062; AID 2101; Potency, µM (doses to about 59.4 µM), for inactives: at the top dose activity change, negative = inhibition, hits mostly inhibitors; 330,000 tested, 0.092% active; N370S GC spleen homogenate, 4MU-glucoside fluorescence;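 also: 0% = full enzyme activity and -100% = no enzyme basal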
FEN1 inh = inhibitors of human flap endonuclease 1; Potency, µM (highest dose often 114 µM), inactives show at the top dose activity change, negative = inhibition, actives largely listed as inhibitors; AID 588795; Recombinant FEN1 flap cleavage, fluorescence, 15 min; 390,000 tested, 0.35% active; also: nearly all actives have a fitted effect of over 65% in size
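Compounds are tested as a concentration series against 10 nM FEN1; after a 15 min room-temperature preincubation, 50 nM substrate starts cleavage, with plate reads at 0 and 15 min. Normalized responses are fitted by a Hill equation.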
* hit, by the source's call; ? = inconclusive; · = no result given; & = joins results of further samples; [ ] = remark or other dose. Calls follow the shape of the dose curve; as a rule, active = well fitted curve in the direction sought with a large enough effect; inconclusive = small, poorly fitted or top-dose-only effect, or another doubt; inactive = no such curve, though single readings can be large; an effect the other way counts as inactive or inconclusive. Unless noted, % is scaled to controls: 0 for no effect and ±100 for the full control effect; potency is read from the fitted curve at half-maximal effect.

Order of results: KAT2A inh, N370S GC, FEN1 inh
1	CCOc1ccc(CN2CCNC(=O)C2CC(=O)N(C)Cc2nonc2C)cc1 (stereo unspecified)
  7%, 0%, -2%
2	Cc1ccc(CCNC(=O)CCSCc2ccccc2Cl)cc1
  -9%, ·, -1%
3	CC1Cc2ccccc2N1C(=O)CSc1nnnn1C(C)C (stereo unspecified)
  4%, 3%, 5%
4	Cc1cc(C)c(NC(=O)c2ncoc2-c2ccco2)c(C)c1
  -4%, ·, -2%
5	COc1ccccc1NS(=O)(=O)c1cc(NC(=S)Nc2cc(C)cc(C)c2)ccc1Cl
  -1%, 15%, -24%
6	CC1CN(C(=O)CCC(=O)NC2CCCCC2)c2ccccc2S1 (stereo unspecified)
  -27%, -19%, -1%
7	CCn1c(CCNC(=O)c2cccs2)n[nH]c1=S
  -4%, 14%, 2%
8	CN(CC(=O)Nc1ccc(F)cc1)C(=O)COc1ncnc2ccccc12
  -6%, 4%, -14%
9	Cc1cc(C)cc(NC(=O)CSc2nc(=O)n3cc(C)ccc3n2)c1
  0%, 0%, -18%
10	O=C(CN(Cc1ccccc1)C1=NCCS1)c1ccc(Cl)cc1
  -2%, 0%, -16%
11	CC(C)NOC(=O)c1ccc(Cl)cc1
  -6%, -5%, 20%
12	COC(=O)[C@@]12CCCCN1[C@H](c1ccc(SC3CCCCC3)cc1)[C@@H]1C(=O)N(C)C(=O)[C@@H]12
  -5%, -2%, 5%
13	COc1cccc(CNC(=O)Nc2cc(C(=O)NCc3cccc(F)c3)ccc2N2CCCC2)c1
  -2%, ·, 17%
14	COc1cc(/C=N/Nc2nc(=O)[nH]nc2C)cc([N+](=O)[O-])c1O
  -4%, -12%, -16%
15	O=S(=O)(c1ccc2ccccc2c1)N1CCN(C(=S)Nc2ccc(F)c(Cl)c2)CC1
  -5%, 21%, -10%
16	COc1ccccc1N1CCN(c2ncnc3sc(C)c(-c4ccccc4)c23)CC1
  -2%, 1%, -11%
17	Cc1cccc(NC(=O)CSc2nnc(NC(=O)CN3CCCCC3)s2)c1
  -2%, 14%, ·
18	Cc1cccc(NC(=O)c2ccc(N(C)C3CCCCC3)c([N+](=O)[O-])c2)n1
  ?, 13%, -11%
19	CCN(CC(=O)Nc1ccccc1C(F)(F)F)C(=O)c1ccccc1Cc1ccccc1
  0%, -4%, -13%
20	CC(Oc1ccc(Br)cc1)C(=O)NCC(C)(C)N1CCOCC1 (stereo unspecified)
  -1%, -14%, 0%
21	CC(C)(C)C1CCC(=NNc2ccc(S(N)(=O)=O)cc2[N+](=O)[O-])CC1 (stereo unspecified)
  -9%, 11%, -7%
22	Cc1ccc2c(=O)[nH]c(Cc3ccccc3C(=O)O)nc2c1
  7%, -10%, 14%
23	Cc1nc2oc3c(NCC4CCCO4)ncnc3c2c2c1COC(C)(C)C2 (stereo unspecified)
  -8%, -10%, -10%
24	Cn1cccc1/C=C1\SC(=S)N(NC(=O)c2ccc(Cl)cc2)C1=O
  -10%, -13%, 4%
25	Cn1cc(CNC(=O)c2sc3cccc(Cl)c3c2Cl)cn1
  1%, -3%, -18%
26	CCCOC(=O)c1ccc(Oc2cn[nH]c2-c2ccc(OCC(=O)NN)cc2O)cc1
  -6%, -6%, -15%
27	O=C(CCn1c(=O)oc2ccccc21)N1CCN(c2ccccc2F)CC1
  ?, 3%, 3%
28	CSc1nncc(-c2ccccc2)n1
  3%, 4%, 3%
29	O=C1c2ccccc2C(=O)N1CC1CCCO1 (stereo unspecified)
  0%, -15%, 7%
30	CCCCNc1cc(C(=O)O)cc(S(N)(=O)=O)c1Oc1ccccc1
  ?, -23%, -2%

Single records (already shown). Values in the order: KAT2A inh, N370S GC, FEN1 inh
COc1cc(/C=N/Nc2nc(=O)[nH]nc2C)cc([N+](=O)[O-])c1O across the screens: -4%, -12%, -16%
Cc1ccc(CCNC(=O)CCSCc2ccccc2Cl)cc1 across the screens: -9%, ·, -1%
O=C(CCn1c(=O)oc2ccccc21)N1CCN(c2ccccc2F)CC1 across the screens: ?, 3%, 3%
COc1ccccc1N1CCN(c2ncnc3sc(C)c(-c4ccccc4)c23)CC1 across the screens: -2%, 1%, -11%
Cc1ccc2c(=O)[nH]c(Cc3ccccc3C(=O)O)nc2c1 across the screens: 7%, -10%, 14%

Remaining list, next part.
Order of results: KAT2A inh, N370S GC, FEN1 inh
31	Cc1ccc(NC(=O)c2ccc3ccccc3n2)cc1S(=O)(=O)N1CCOCC1
  -12%, -5%, 8%
32	COCCCNc1nc2ccccc2nc1NS(=O)(=O)c1cccc(Cl)c1
  -9%, 0%, -1%
33	Cc1ccc2c(c1)C(c1ccccc1)N(C(=O)c1cccc([N+](=O)[O-])c1)CC(=O)N2 (stereo unspecified)
  -1%, -8%, -11%
34	CCN(Cc1cccc(OC)c1)CC1CCCN(CCc2cccc(OC)c2)C1 (stereo unspecified)
  -4%, 9%, -7%
35	CCOC(=O)C1CCCN(C(=O)CCNC(=O)Cn2ccc3ccccc3c2=O)C1 (stereo unspecified)
  -3%, 1%, 1%
36	Cc1cc(-c2ccco2)n(CC(=O)NCCN(C)C)n1
  -6%, -10%, 16%
37	Cc1ccc(-n2c(=O)c3cccnc3n2CC(=O)Nc2cc(C)cc(C)c2)cc1
  -3%, ·, -13%
38	Cc1csc(NC(=O)c2cc(C)on2)n1
  -9%, ·, 1%
39	Cn1c(=O)c2c(nc(Sc3ncnn3CC(=O)N3CCOCC3)n2C)n(C)c1=O
  4%, -1%, -1%
40	COc1ccc2[nH]cc(CCNc3ncncc3-c3ccoc3)c2c1
  -12%, -9%, ·
41	Cc1oc2cc3oc(=O)c(CCC(=O)NCCCN4CCOCC4)c(C)c3cc2c1C
  ?, -4%, -6%
42	OCCNC(=S)Nc1ccc2c(c1)OCCO2
  -4%, 6%, 10%
43	CCN(CC)S(=O)(=O)c1ccc(Cl)c(NC(=O)COC(=O)c2ccc([N+](=O)[O-])o2)c1
  -3%, -2%, ?
44	COc1cccc(NC(=O)C(c2ccccc2)N2CCN(c3ccccn3)CC2)c1 (stereo unspecified)
  -13%, -7%, -11%
45	CC1CCCCN1CCCNC(=O)c1ccc2c(=O)n(CCc3ccccc3)c(=O)[nH]c2c1 (stereo unspecified)
  -1%, ?, 1%
46	O=C(COc1ccc(Cl)cc1)NNC(=O)c1ccccc1C(=O)O
  1%, -7%, 9%
47	CC1CCN(S(=O)(=O)c2ccc3c(c2)CCC(=O)N3CC(=O)Nc2cccc(C#N)c2)CC1
  20%, -11%, 6%
48	O=C(CCC1CCCCC1)Nc1c[nH]c(=O)[nH]c1=O
  -12%, -25%, -1%
49	CC(=O)C1=C(O)C(=O)N(c2ccccn2)C1c1ccccc1[N+](=O)[O-] (stereo unspecified)
  -1%, -15%, 3%
50	N#CC1=C(N)Oc2cc3c(cc2C1c1ccc(Cl)cc1)OCO3 (stereo unspecified)
  -6%, 4%, -4%
51	CCCCN(CCCC)CCCNC(=O)Cn1cc2c(n1)-c1c(oc(C(=O)N3CCCC3)c1C)CC2
  -1%&-1%, -7%, -16%&-1%
52	Cc1ccc(S(=O)(=O)N2[C@@H](c3ccc(F)cc3)C(C(=O)O)=CC[C@H]2c2ccc(Cl)cc2)cc1
  -5%, -7%, -11%
53	CCOc1ccc2nc(NC(=O)C3=NNC(=O)CC3)sc2c1
  -1%, -4%, -8%
54	N#C/C(=C/c1cccs1)c1nc2ccccc2[nH]1
  -12%, 9%, -5%
55	CCOC(=O)c1c(NC(=O)COC(=O)c2ccc(C)s2)sc2c1CC(C)(C)NC2(C)C
  -10%, ?, -12%
56	Nc1nc(-c2ccco2)nn1C(=O)c1ccccc1
  -2%, 1%, -2%
57	CNc1nc(Cl)c(SC)c(NC2CCCCC2)n1
  -4%, -6%, 11%
58	Cc1ccc(C(=O)OCC(=O)Nc2cccc(Cl)c2C)c(O)c1
  2%, 7%, -11%
59	CC(=O)Nc1sc2c(c1C(N)=O)CCN(Cc1ccccc1)C2
  35%[activator], -4%, 3%
60	CC(C)(C)c1ccc(C(=O)NC(=S)Nc2sc3c(c2C#N)CCC3)cc1
  ?, 30%, -16%

New compounds follow.
no. | SMILES | KAT2A inh | N370S GC | FEN1 inh
61 | COc1ccc(NS(=O)(=O)c2ccc(NC(=S)NC(=O)/C=C/c3ccc(C)cc3)cc2)nn1 | 1% | -3% | 4%
62 | CCOC(=O)c1c(-c2ccc(-c3ccccc3)cc2)csc1NC(=O)CCC(=O)O | 17% | 2% | -13%
63 | Cc1c(NC(=O)CCCOc2ccccc2)cccc1[N+](=O)[O-] | -21% | ? | -6%
64 | N/C(=N\NS(=O)(=O)c1cc(C(F)(F)F)cc(C(F)(F)F)c1)c1ccccn1 | -5% | 9% | -8%
65 | COc1ccc(N(C(=O)CNC(=O)c2cccs2)C(C(=O)NCC2CCCO2)c2ccccc2)c(OC)c1 (stereo unspecified) | -1% | -7% | 8%
66 | O=c1cc(C(F)(F)F)[nH]c2ccccc12 | -15% | -1% | 17%
67 | COCC(=O)Nc1nnc(C2CCCCC2)s1 | 0% | 8% | 6%
68 | COc1ccc(-c2nc(CS(=O)CC(=O)NCCN3CCCCC3C)c(C)o2)cc1OC (stereo unspecified) | 0% | 20% | 15%
69 | Cc1ccc(N=Nc2c(C)[nH][nH]c2=O)c(C)c1 | 0% | 1% | 6%
70 | Cc1[nH]c2ccccc2c1/C=N/Nc1ccc(F)cc1F | -4% | -14% | ·
71 | Cc1ccc(-n2nc3c(=O)n(CC(=O)NCc4ccccc4)nc(C)c3c2C)cc1 | -8% | 5% | 23%
72 | CC(=O)OCCN1C(=O)c2c(C)nc3ccc(S(=O)(=O)N4CCOCC4)cc3c2C1=O | 0% | 0% | ·
73 | COCCN(Cc1ccccc1)P(=O)(O)c1ccccc1OCC(=O)O | · | -16% | 0%
74 | CN(Cc1ccccc1F)C(=O)CN1c2cccc3cccc(c23)S1(=O)=O | ? | 8% | -6%
75 | Cc1cccc(N(C2C=CS(=O)(=O)C2)S(=O)(=O)c2ccccc2)c1 (stereo unspecified) | -3% | -7% | -2%
76 | O=C(c1ccccc1)c1nn(-c2cccc(Cl)c2)c2nc(-c3ccccc3)cc(=O)n12 | 6% | 3% | 3%
77 | CCc1ccc(O)c(N=Cc2ccccc2O)c1 | -4% | -7% | -15%
78 | CSc1ccccc1OCc1cc(C(=O)N2CCN3CCCC3C2)no1 (stereo unspecified) | -5% | -6% | 0%
79 | COc1ccccc1CCNc1ncnc2c1nnn2C | 1% | · | -1%
80 | CC(C)C[C@H](NC(=O)[C@@H](N)Cc1ccccc1)C(=O)N[C@@H](Cc1ccccc1)C(=O)N[C@@H](CCC(N)=O)C(=O)N1CCC[C@H]1C(=O)N[C@@H](CCC(N)=O)C(=O)N[C@@H](CCCN=C(N)N)C(=O)N[C@@H](Cc1ccccc1)C(N)=O | -21% | -2% | ·
81 | O=C(NCCCc1nc2ccccc2[nH]1)c1cccs1 | 1% | -12% | -8%
82 | Cc1nc(N2CCOCC2)c2oc3ccccc3c2n1 | -6% | 1% | -9%
83 | Cc1ccc(NC(=O)c2ccc(Cl)cc2[N+](=O)[O-])nc1 | 2% | 0% | 4%
84 | CN1CCN(C(=O)C2C3C=CC(C3)C2C(=O)O)CC1 (stereo unspecified) | 1% | 0% | 0%
85 | O=c1cc(CSc2nnnn2-c2ccccc2)nc(Nc2ccc(F)cc2)[nH]1 | -7% | -4% | -7%
86 | O=C1/C(=N\S(=O)(=O)c2cccs2)C([n+]2ccccc2)=C([O-])c2ccccc21 | -8% | 2% | -6%
87 | O=c1[nH]c(N2CCN(Cc3ccc4c(c3)OCO4)CC2)nc2c1CCCC2 | 0% | -9% | -1%
88 | O=C(CN1CCN(c2ccccc2)CC1)Nc1ccc(Oc2ccccc2)cc1 | -9% | 9% | -7%
89 | Cc1ccc(Cn2ccc(NC(=O)c3cc(-c4ccc(F)cc4)on3)n2)cc1 | 0% | ? | -4%
90 | CCNc1nc(Oc2ccc(=O)n(-c3ccccc3)n2)nc(N2CCOCC2)n1 | -3% | -2% | 0%
91 | O=c1ccc(-c2ccccc2)nn1Cc1c(F)cccc1Cl | -2% | · | -1%
92 | O=C(NC(Cc1c[nH]c2ccccc12)C(=O)Nc1ccc(OC(F)(F)F)cc1)c1cccs1 (stereo unspecified) | -21% | 11% | -24%
93 | Oc1ccc(C(=S)N2CCN(Cc3ccccc3)CC2)cc1 | -1% | -4% | -15%
94 | COc1ccc(-c2cc3ccc(O)cc3oc2=O)cc1 | 32µM* | ? | 8%
95 | Nc1cccc(N2C(=O)c3cccc4c(N)ccc(c34)C2=O)c1 | -8% | -6% | -31%
96 | COc1ccc(CCNC(=O)c2ccc(Cl)nc2)cc1 | 2% | -5% | 4%
97 | CCOc1nc(Nc2ccc(F)cc2)nc(N2CCN(c3ccc(OC)cc3)CC2)n1 | ? | -4% | -19%
98 | O=c1[nH]c2ccc(N/C(=N/S(=O)(=O)c3ccccc3)c3ccccc3)cc2[nH]1 | 29% | 8% | -3%
99 | C=CCN1c2ccccc2[C@]23C[C@@H](C(=O)OC)N(C(=O)OCC)C2=NC(C(=O)OC)=C(C(=O)OC)[C@H]13 | · | 1%[12.8 µM] | -4%
100 | CC12CN3CC(C)(CN(C1)C3c1ccc3ccccc3c1O)C2=O (stereo unspecified) | -6% | 5% | 0%

These rows are one share of the data; count on the stated rates, not on these rows.
